# tim10-1 inh = inhibits growth of tim10-1 mutant yeast; S. cerevisiae tim10-1 ts strain growth, BacTiter-Glo, 24 h; inhibition, % at 20 µM; AID 463190; 330,000 tested, 2.2% active;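 active means inhibition of at least 40%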;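 further: mutant grown at 25 °C; 0% = DMSO wells with yeast and 100% = wells holding no yeast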
# UPR XBP1 act = adaptive UPR (XBP1) activation | CHO-XBP1 luciferase reporter, IRE1-XBP1 UPR activation, luminescence; percent of tunicamycin response, DMSO as zero | 330,000 tested, 0.33% active | activation, % at 20 µM;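 active means versus positive control, 20 µM dose yields 30% or more activation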;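 further: 100% = tunicamycin at 10 µg/mL and 0% = DMSO only wells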
#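 assay system = CHO-XBP1 luciferase reporter cells | amount = 1000 cells/well | buffer or medium = F12 plus 10% FBS | compound dosing = single point, 20 µM final compound, 1% DMSO | incubation = 16-18 h cell attachment at 37 °C, then 6 h compound exposure | detection = Steady-Glo luminescence read | controls = tunicamycin 10 µg/mL and vehicle-only wells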
# tim23-1 inh = tim23-1 yeast growth inhibition | S. cerevisiae tim23-1 growth, BacTiter-Glo luminescence, 24 h | inhibition, % at 20 µM | 330,000 tested, 1.3% active | AID 463212;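 active means growth inhibition of the mutant yeast at or above 50%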;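 further: temperature-sensitive mutant grown at 25 °C; plate controls were DMSO-treated mutant yeast for no effect and medium wells lacking yeast for full effect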
# CHOP UPR activ = apoptotic UPR (CHOP) activation. AID 449763. 330,000 tested, 0.34% active. CHO-CHOP luciferase reporter, luminescence; percent of tunicamycin response over DMSO baseline. activation, % at 10 µM;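 active means at 10 µM dose, activation of 40% or more, normalized to positive control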;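 further: 100% = tunicamycin at 10 µg/mL and 0% = DMSO alone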
#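 assay system = CHO CHOP reporter cells | amount = 500 CHO-CHOP cells per well | buffer or medium = F12 with 10% FBS | incubation = 16-18 h cell attachment, then 6 h compound exposure, 37 °C | detection = luminescence read with Steady-Glo | read-out = percent activation relative to tunicamycin control | controls = tunicamycin high control, DMSO low control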
# APJ agonist = activates the human apelin receptor APJ. activation, % at 20 µM. 330,000 tested, 0.11% active. CHO-K1 APJ PathHunter beta-arrestin, luminescence; 0% DMSO wells, 100% apelin. P35414;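 active means activation more than six SD over the plate average, tested at 20 µM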;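 further: 0% = DMSO alone and 100% = apelin-13 at 10 nM; some results filed as inactive read as strong as hits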
#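 assay system = CHO-K1 APJ beta-arrestin complementation cell line | input = cell density 1000 per well | dosing = compound 20 µM once, DMSO 1% | timing = compound 90 min 25 °C, reagent 1 h | measured by = luminescence from split beta-galactosidase complementation, Galacton Star/Emerald II substrate | read-out basis = APJ agonist activity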
# Mdm2 MdmX PPI = human Mdm2/MdmX binding inhibition. SaOS-2 split-luciferase Mdm2/MdmX complementation, luminescence. inhibition, % at 8 µM. O15151+Q00987. 330,000 tested, 3% active;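 active means inhibition of at least 50% at 8 µM in the primary screen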
# Target sequence (O15151 whole entry, looked up): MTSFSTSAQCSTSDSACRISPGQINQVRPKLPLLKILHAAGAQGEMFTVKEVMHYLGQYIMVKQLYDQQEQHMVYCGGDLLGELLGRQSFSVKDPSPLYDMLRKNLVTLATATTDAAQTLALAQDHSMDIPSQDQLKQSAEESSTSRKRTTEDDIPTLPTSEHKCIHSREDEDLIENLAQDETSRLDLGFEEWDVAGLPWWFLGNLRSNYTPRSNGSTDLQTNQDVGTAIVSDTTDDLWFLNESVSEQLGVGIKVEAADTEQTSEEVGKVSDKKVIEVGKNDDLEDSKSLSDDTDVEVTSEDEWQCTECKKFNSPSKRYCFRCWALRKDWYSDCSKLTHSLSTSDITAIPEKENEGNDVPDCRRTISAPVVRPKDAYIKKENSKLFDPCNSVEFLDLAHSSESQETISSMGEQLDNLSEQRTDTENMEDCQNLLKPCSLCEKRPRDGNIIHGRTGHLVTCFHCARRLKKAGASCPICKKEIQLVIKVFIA
# Target sequence (Q00987 whole entry, looked up): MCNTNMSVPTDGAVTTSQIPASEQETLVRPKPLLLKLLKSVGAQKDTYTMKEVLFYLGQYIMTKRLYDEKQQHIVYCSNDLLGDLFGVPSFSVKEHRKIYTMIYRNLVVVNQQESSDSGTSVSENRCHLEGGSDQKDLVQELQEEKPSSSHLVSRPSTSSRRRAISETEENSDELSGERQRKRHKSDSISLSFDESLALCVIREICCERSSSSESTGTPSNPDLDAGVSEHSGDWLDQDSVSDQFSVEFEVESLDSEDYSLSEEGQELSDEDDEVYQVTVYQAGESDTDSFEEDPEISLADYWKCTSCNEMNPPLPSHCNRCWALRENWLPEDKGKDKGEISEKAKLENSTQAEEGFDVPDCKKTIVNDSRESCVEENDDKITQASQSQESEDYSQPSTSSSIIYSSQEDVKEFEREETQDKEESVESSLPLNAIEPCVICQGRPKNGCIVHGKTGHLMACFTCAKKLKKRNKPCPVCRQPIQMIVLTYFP
# NR3A LBD binder = NR3A (human) ligand-binding domain modulation; NR3A LBD differential scanning fluorimetry, Tm shift; 0% = protein alone, 100% = glycine-bound protein; Tm shift relative to glycine control, % at 25 µM; 340,000 tested, 2.5% active; AID 1259313;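 active means melting temperature shift of at least 10% of the positive control shift, at one fixed dose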
# TIM10 inh = growth inhibitors of TIM10 yeast strain; inhibition, % at 10 µM; S. cerevisiae TIM10 strain growth, BacTiter-Glo luminescence, 24 h; 330,000 tested, 1.4% active;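 active means inhibition of 40% or more at the single tested concentration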;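 further: wild-type TIM10 isogenic control strain grown at permissive 25 °C; 0% = DMSO yeast wells and 100% = minimal medium wells without yeast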
# NALP3 yeast inh = inhibitors of NALP3 inflammasome in yeast. Yeast reconstituted NLRP3/ASC/caspase-1, beta-gal luminescence, 24 h. 330,000 tested, 0.39% active. AID 2825. inhibition, % at 10 µM;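 active means inhibition of 50% or more; inactive means inhibition below 50%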;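 further: plate controls were induced DMSO wells for no effect and uninduced yeast grown without galactose for full effect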
# Starred values were filed as active, the others as inactive; . = not tested or not shown.
molecule	tim10-1 inh	UPR XBP1 act	tim23-1 inh	CHOP UPR activ	APJ agonist	Mdm2 MdmX PPI	NR3A LBD binder	TIM10 inh	NALP3 yeast inh
NC(=O)C1(C(N)=O)OC1c1ccccc1 (centres undefined)	12	1	-3	0.0	-7	25	0	-7	1
Cc1nc2nc(SCc3ccc([N+](=O)[O-])cc3)[nH]c2cc1Br	-39	1	4	1.2	0	46	3	-16	9
COc1ccc2cc(C#N)c(Cl)nc2c1	1	0	0	-0.3	-2	-19	-2	1	25
Cc1cc(C(=O)CSc2nnc(-c3ccco3)o2)c(C)n1Cc1ccco1	29	1	16	0.7	0	-46	3	19	8
O=C(c1cc(C2CC2)nn1-c1ccccc1)N1CCN(Cc2c(F)cccc2Cl)CC1	19	0	30	-0.4	-3	3	-2	19	28
CCCC1(C(=O)OC)NC(c2cccc(F)c2)C2C(=O)N(CC)C(=O)C21 (centres undefined)	10	-3	13	-1.4	2	10	5	4	1
O=[N+]([O-])c1cc(-c2csc(NCCc3nc4cc(C(F)(F)F)ccc4n3CCCO)n2)ccc1Cl	23	0	16	-0.4	-3	-1	17*	-8	5
CCN(CC(=O)NCc1cccs1)S(=O)(=O)c1cccc(C(C)=O)c1	13	2	4	1.3	-2	24	-2	18	9
Cc1ccc(C)c(N2CCN(C(=O)Cn3ncc4c([nH]c5ccc(C)cc54)c3=O)CC2)c1	-9	-4	-13	3.3	-2	52*	5	-17	11
Cc1ccc(NC(=O)c2ccc3nsnc3c2)c(Cl)c1	6	-7	-6	-2.4	-2	-68	1	0	7
COc1cccc(NC(=O)C(=O)NCC(c2ccco2)N2CCc3ccccc3C2)c1 (centres undefined)	22	-1	32	2.6	-8	38	3	20	24
O=C(c1ccc(F)cc1)N1CCN(c2ncccn2)CC1	21	-1	-2	-1.7	-5	6	0	-2	0
COc1ccc(NC(=O)c2ccc3[nH]c(C)c(C)c3c2)c(OC)c1	20	3	18	-1.4	-5	-31	15*	2	25
COc1ccc(NC(=O)CSCC(=O)Nc2cccc(S(=O)(=O)N3CCCCCC3)c2)cc1	3	-3	4	0.4	2	5	-11	-1	0
COc1ccc(NC(=O)CSc2nnc(-c3ccccc3C)n2C)cc1	28	-3	-26	4.5	-3	3	-1	-26	-8
Cn1c(SCC(=O)c2ccccc2)nnc1C1CC1	32	-2	11	0.7	1	-11	1	3	8
Cn1c(N)c(C(=O)COC(=O)c2ccc(Cl)nc2)c(=O)n(C)c1=O	-8	-7	-9	0.6	-3	3	-1	-3	7
COC(=O)C1=C(C)N(c2cc(C)cc(C)c2)/C(=C/c2ccco2)C1=O	55*	-2	54*	-0.3	-4	-14	-2	39	-5
COC(=O)c1ccc(C(=O)NC2CCCc3c2cnn3-c2ccc(C)c(C)c2)cc1 (centres undefined)	-3	-3	10	-1.4	-3	60*	6	8	11
Nn1c(SCC(=O)NCC2CCCO2)nnc1-c1cc(Cl)ccc1Cl (centres undefined)	-7	-2	-3	0.7	-6	3	-1	-8	4

# The results go on.
molecule	tim10-1 inh	UPR XBP1 act	tim23-1 inh	CHOP UPR activ	APJ agonist	Mdm2 MdmX PPI	NR3A LBD binder	TIM10 inh	NALP3 yeast inh
Cn1c(C(=O)N2CCCC(C(=O)NCCN3CCOCC3)C2)cc2sccc21 (centres undefined)	-9	-4	-1	-3.6	-4	24	1	-3	15
CCC(C(=O)OC)n1cnc2c(nnn2-c2ccc(C)cc2)c1=O (centres undefined)	-19	2	-12	0.7	0	18	0	-20	15
Cc1sc(N/N=C/C=C/c2ccccc2)nc1-c1ccccc1	36	0	24	1.6	5	-1	-1	38	4
CCOc1ccccc1NC(=S)NCc1ccccc1	6	0	29	0.1	-1	16	2	8	31
COc1ccc(C2C(C(=O)N3CCN(c4ccc(OC)cc4)CC3)c3ccccc3C(=O)N2C)cc1 (centres undefined)	-5	0	8	1.1	4	-6	1	4	22
CN1C(=O)C(C)(C)c2cc(S(=O)(=O)N3CCC(C(=O)NCc4ccc(F)cc4)CC3)ccc21	8	-3	-16	-4.3	-2	10	-1	-5	16
COc1cc(/C=N/Nc2ccc3ccccc3c2)ccc1OC(=O)c1ccco1	-108	-1	13	1.2	-5	2	-3	-54	14
CC(CC(=O)OCC(=O)NC1CCS(=O)(=O)C1)c1ccccc1 (centres undefined)	-5	0	1	0.7	0	23	1	5	16
Cc1ccc(C(=O)/C=C/c2ccc(-c3ccc(C)cc3)o2)cc1	63*	18	60*	94*	-1	-3	6	57*	2
COC(=O)c1ccc(C)c(NC(=O)c2ccc(CN3CCc4ccccc4C3)cc2)c1	7	-2	15	0.1	-3	30	0	7	28
O=C(Nc1ccc(F)c(Cl)c1)c1cccnc1	-18	-3	3	2.4	2	16	0	9	16
Cc1cc(NC(=O)CSc2nnc(C)n2-c2ccccc2)no1	3	-2	2	0.7	-4	-11	-1	-1	4
O=C(CN1C(=O)C2CC=CCC2C1=O)Nc1cc(C(F)(F)F)ccc1N1CCCC1 (centres undefined)	0	-2	11	-0.4	-3	-10	1	-1	2
CC(=O)n1cc([C@H]2C=C(C(=O)NCc3ccccc3)O[C@@H](OCCCCO)C2)c2ccccc21	13	-5	16	1.0	3	12	-4	16	4
Cc1ccccc1NC(=O)CCc1c(C)nn(-c2ccc(N3CCCCC3)nn2)c1C	20	-2	8	4.9	-1	3	0	7	-10
CSC1=NCCN1C(=O)c1ccc(Br)o1	-7	1	5	0.7	-4	-27	0	-4	2
C/C(=N/NC(=O)c1ccncc1)c1ccc(NC(=O)c2ccccc2)cc1	1	-1	16	1.7	-1	2	1	11	6
Cc1ccc(S(=O)(=O)Nc2ccccc2C(N)=O)cc1	5	3	2	-0.9	0	16	0	11	-3
O=C(N/N=C/c1ccc(Br)cc1)c1cc[n+](Cc2ccccc2)cc1	9	-1	-3	5.1	-1	12	-8	9	18
O=C(O)CCC(=O)Nc1nc2nccc(-c3ccccc3)n2n1	-15	-1	10	-0.9	3	10	0	19	6

# Additional compounds follow:
molecule	tim10-1 inh	UPR XBP1 act	tim23-1 inh	CHOP UPR activ	APJ agonist	Mdm2 MdmX PPI	NR3A LBD binder	TIM10 inh	NALP3 yeast inh
CCC1(C)Cc2c(sc3nc(SC)[nH]c(=O)c23)CO1 (centres undefined)	-37	-1	-6	-0.6	0	15	-1	-25	-9
O=C(O)c1cc(-c2ccccc2)nc2nc(N3CCCCC3)sc12	6	0	7	0.3	1	-2	.	7	8
Cc1ccc(CNC(=O)c2cccc3c2C(=O)c2ccc(N4CCOCC4)cc2S3(=O)=O)cc1	11	0	19	0.8	4	25	2	-3	12
COC(=O)c1nn(-c2ccccc2)c(Sc2ccc(Cl)cc2)c1/C=N/O	12	-3	13	2.3	-2	13	0	2	12
CCN(CC)CCCNC(=O)Cn1ncn2cccc2c1=O	3	0	1	1.1	-3	7	0	-3	-3
COc1ccc(CN(Cc2cccnc2)S(=O)(=O)c2ccc(-n3cnnn3)c(OC)c2)cc1	9	-7	-2	1.9	-4	15	3	3	18
O=[N+]([O-])c1ccc(Cl)c(/C=N/n2c(-c3ccncc3)n[nH]c2=S)c1	-2	-2	-4	-1.9	5	24	3	-18	29
O=C(c1ccc(S(=O)(=O)N2CCCCC2)cc1)N1CCCc2ccccc21	39	-2	30	0.3	-3	-9	1	27	9
COc1ccc(N2CCN(S(=O)(=O)c3c(C)[nH]c(C)c3C(=O)N3CCCCC3)CC2)cc1	26	1	8	2.7	-2	0	0	-5	4
COC(=O)[C@H](Cc1ccccc1)NC(=O)NCCc1ccc(OC)cc1	7	5	0	-0.6	0	-22	1	1	12
CCCSc1nc2c(c(=O)[nH]c(=O)n2C)n1C	14	1	7	4.3	6	27	-1	8	2
CC(C)Cn1c(N)c(C(=O)COC(=O)c2ccncc2)c(=O)n(C)c1=O	7	0	2	0.7	-2	12	0	-1	8
COc1ccc(N2CCN(C(=O)c3ccccc3Br)CC2)c([N+](=O)[O-])c1	10	-3	30	0.0	-3	-2	-2	-4	39
O=C(O)c1cccc(S(=O)(=O)Nc2ccc(Oc3ccccc3)cc2)c1	3	-3	12	1.3	1	9	-1	10	19
Cc1sc2ncn3ncnc3c2c1C	13	3	5	-0.4	-6	34	-1	9	12
CCCn1c(-c2ccc[nH]c2=O)nc2ccccc21	19	0	14	-1.1	0	16	-2	-3	9
C/C(=N\NC(=O)Cc1cccn1C)c1cccs1	8	3	19	-0.1	-1	17	-1	1	8
O=C(NCc1ccco1)c1cc(-c2ccccn2)nc2ccccc12	16	-2	10	0.3	0	-6	2	11	16
Cc1oc2nc(SCC(=O)NC3CCCCC3)nc(N)c2c1C	9	5	9	-1.2	3	1	-1	10	12
Cc1ccc(C(=O)N2CCN(c3ncnc4c(C)csc34)CC2)cc1	5	-1	16	-0.7	-1	24	1	3	22

# The list goes on.
molecule	tim10-1 inh	UPR XBP1 act	tim23-1 inh	CHOP UPR activ	APJ agonist	Mdm2 MdmX PPI	NR3A LBD binder	TIM10 inh	NALP3 yeast inh
CCCC1=Nc2cc(C(=O)NCCCN3CCN(C)CC3)ccc2Sc2ccccc21	2	8	-3	0.3	1	23	-4	-4	-6
Cc1c(Nc2nc3ccccc3nc2NS(=O)(=O)c2cccc(Cl)c2)c(=O)n(-c2ccccc2)n1C	0	-1	26	2.3	2	23	-7	8	17
CC1C(=O)N(Cc2cccc(F)c2)c2ccccc2N1C(=O)c1ccccc1 (centres undefined)	14	-2	30	1.6	-2	-20	-3	23	21
Cc1cnc(C(=O)NC2CCSc3ccccc32)cn1 (centres undefined)	5	-6	-17	0.8	0	-3	1	-6	19
COc1cccc(C(=O)COC(=O)C2CC3CCCC(C2)C3=O)c1 (centres undefined)	6	2	13	0.8	-4	20	0	1	-33
CC(C(=O)N(C)C1CCS(=O)(=O)C1)N1C(=O)/C(=C/c2ccco2)SC1=S (centres undefined)	6	-6	-7	-0.8	6	2	2	4	11
Cc1sc2nc(C(C)C)nc(SCC(=O)NCc3ccco3)c2c1C	12	0	38	0.3	6	11	-1	32	21
Cc1cc(Cl)ccc1OCC(=O)Nc1ccccc1N1CCOCC1	36	2	28	0.4	-2	37	2	32	19
O=C(C[n+]1cc(-c2ccccc2)n2c1CCC2)OCc1ccccc1	-2	-2	-3	4.3	-3	-21	0	-13	11
O=C(c1ccc(Br)s1)N1CCCC1	6	4	9	1.6	-4	6	-1	6	6
Nc1nnc(SCc2cccc(C(F)(F)F)c2)s1	-5	4	8	-0.1	-5	8	2	-7	6
O=C(CSc1nc2ccccc2[nH]1)NC(=O)NCc1ccco1	5	0	13	0.9	-15	-1	0	6	6

# Ordered by the number under NALP3 yeast inh (largest number first): 3 of the compounds above
SMILES	NALP3 yeast inh
CC1C(=O)N(Cc2cccc(F)c2)c2ccccc2N1C(=O)c1ccccc1 (centres undefined)	21
CC(C(=O)N(C)C1CCS(=O)(=O)C1)N1C(=O)/C(=C/c2ccco2)SC1=S (centres undefined)	11
O=C(CSc1nc2ccccc2[nH]1)NC(=O)NCc1ccco1	6

# Screening data as filed in PubChem BioAssay.
